Compound activity (PubChem BioAssay)
KCNQ1 act – human KCNQ1 channel potentiation or activation. P51787. 0.35% of 310,000 active. CHO-K1 KCNQ1, thallium flux FluxOR fluorescence; active compounds read high. B-score at 10 µM;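 active = fluorescence ratio B-score, a plate-corrected score, at least three library SD, with initial intensity B-score within 5 SD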
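Assay system: CHO-K1 cells stably expressing KCNQ1. Medium: assay buffer for compound exposure, DMSO matched across wells. Timing: 37 °C overnight plating, 90-min dark dye load, 20-min compound pretreatment. Signal: kinetic FluxOR fluorescence, 10 s baseline plus 110 s post-stimulus.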
GSK3B inh – inhibitors of human GSK3beta kinase; P49841; 0.038% of 300,000 active; activity score (negative = inhibition), % at 10 µM; GST-GSK3beta kinase, ADP-Glo luminescence, 60 min; active compounds read low;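 active = more than half of replicate wells score below -50%, meaning over 50% inhibition versus plate controls; inconclusive = some replicates but at most half score below -50%; inactive = no replicate scores below -50%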;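 also: 0% = median DMSO wells and -100% = median GW8510 positive control wells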
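Test system – GST-tagged human GSK3beta kinase, cell-free · Incubation – 60 min enzyme reaction, room temperature · Signal – ADP-Glo luminescence · Also added – peptide substrate and ATP at 25 µM · Controls – DMSO neutral wells and GW8510 at 20 µM as positive · Buffer or medium – Tris/MgCl2 kinase buffer · Measure – Luminescence-derived activity versus plate DMSO and GW8510 wells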
HDAC3 inhib – inhibitors of human histone deacetylase 3. AID 2718. O15379. 0.15% of 320,000 active. inhibition, % at 8.3 µM. recombinant HDAC3, fluorogenic peptide/trypsin coupled, fluorescence; in the data active = inhibition above about 26%, passing the limit was not always enough; inconclusive = no clear call, values can overlap the other calls
Target sequence (O15379 whole entry, looked up): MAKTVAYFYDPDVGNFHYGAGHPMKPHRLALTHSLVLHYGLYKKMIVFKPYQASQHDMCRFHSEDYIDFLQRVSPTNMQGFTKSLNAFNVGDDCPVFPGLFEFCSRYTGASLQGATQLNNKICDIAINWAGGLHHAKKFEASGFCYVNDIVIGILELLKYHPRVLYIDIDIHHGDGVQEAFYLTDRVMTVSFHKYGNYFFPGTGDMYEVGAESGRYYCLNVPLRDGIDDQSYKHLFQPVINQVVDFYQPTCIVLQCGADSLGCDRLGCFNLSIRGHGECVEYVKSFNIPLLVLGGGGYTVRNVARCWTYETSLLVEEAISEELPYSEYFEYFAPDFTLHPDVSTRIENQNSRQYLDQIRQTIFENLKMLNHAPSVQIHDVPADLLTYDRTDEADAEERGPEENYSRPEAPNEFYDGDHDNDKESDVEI
PolyA inhibitor – yeast polyadenylation inhibition. AID 1875. calls only at 12 µM. 0.02% of 300,000 active. S. cerevisiae SKY197-pL101 polyadenylation reporter, beta-gal luminescence; efflux-impaired pdr1/pdr3 knockout yeast; score 100 = 6 SD above DMSO;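 active = lowest replicate activity score at least 50, where 100 means six control SD above control mean; inconclusive = lowest score under 50 but half or more replicates reach 50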;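 also: yeast exposed to compound for 9 h at 30 °C; higher score means more reporter readthrough which indicates perturbed polyadenylation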
DYRK1A inh – blocks rat Dyrk1A kinase activity. inhibition, % at 12.5 µM. 0.43% of 310,000 active. Q63470. ADP-Glo luminescence, NFATc1 peptide; in the data active = inhibition above about 50%;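 also: plate controls were vehicle with enzyme for no effect and no enzyme for full effect; many of its hits are not listed in these tables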
KCNK9 inh – blocks the human KCNK9 two-pore domain potassium channel | Q9NPC2 | HEK293 KCNK9, FluxOR thallium flux fluorescence; active compounds read low | B-score at 10 µM | 1.2% of 310,000 active | AID 488922;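 active = ratio B-score over 3 SD below the library mean, with starting fluorescence within 5 SD of its mean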;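 also: negative B-score means less thallium flux so channel inhibition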
RGS4 act – RGS4 potentiation or activation; 0.92% of 310,000 active; B-score at 10 µM; HEK293 M3R/inducible RGS4, carbachol calcium flux Fluo4; active compounds read low;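 active = B-score of the integrated calcium signal more than 4 SD below the library mean, with starting fluorescence not abnormally high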;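 also: negative B-score means reduced calcium response which marks RGS4 activation or potentiation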
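Reagent: ECmax carbachol challenge; Test system: M3R-expressing HEK293 line, RGS4 induced by doxycycline; Schedule: overnight RGS4 induction, 30 min dye load 37 °C, 20 min compound RT; Detection: calcium dye Fluo4 fluorescence; Read-out: Agonist-evoked peak-minus-minimum fluorescence over baseline, integrated ratio, B score.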
hERG protect – compounds protecting human hERG from proarrhythmic drug block; Q12809; CHO-hERG, FluxOR thallium flux, dofetilide IC70 present; activation (rescue from dofetilide block), less the hit threshold, % at 10 µM; 0.51% of 310,000 active; AID 1511;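 active = activation above the mean of controls blocked by dofetilide plus 5 SD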;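 also: thallium influx through hERG after potassium depolarization seen as dye fluorescence rise; in these data hits start at about 4.7%; inactives centre near -7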
GSK3A inh – blocks human GSK-3 alpha kinase; P49840; ADP-Glo luminescence, 60 min; inhibition, % at 10 µM; 0.1% of 320,000 active; AID 2650;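 in the data active = inhibition above about 50%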;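 also: GST-tagged GSK-3 alpha with peptide substrate and 25 µM ATP; 0% = DMSO neutral wells and 100% = GW8510 positive control wells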
Target sequence (P49840 whole entry, looked up): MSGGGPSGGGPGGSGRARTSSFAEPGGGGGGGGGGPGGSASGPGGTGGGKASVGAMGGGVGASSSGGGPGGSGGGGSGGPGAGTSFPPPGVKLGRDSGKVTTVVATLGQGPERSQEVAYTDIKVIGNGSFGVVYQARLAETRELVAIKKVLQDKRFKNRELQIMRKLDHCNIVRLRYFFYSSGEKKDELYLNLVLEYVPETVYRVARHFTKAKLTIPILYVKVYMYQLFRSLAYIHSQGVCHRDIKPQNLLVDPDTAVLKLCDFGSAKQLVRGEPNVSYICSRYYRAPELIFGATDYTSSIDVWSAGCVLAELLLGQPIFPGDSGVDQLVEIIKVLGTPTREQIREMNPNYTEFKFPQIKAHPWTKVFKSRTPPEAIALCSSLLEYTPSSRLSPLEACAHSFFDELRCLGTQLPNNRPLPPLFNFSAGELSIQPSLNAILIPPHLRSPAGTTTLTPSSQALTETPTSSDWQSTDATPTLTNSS
KCNK3 block – human KCNK3 channel inhibition, primary screen; O14649; CHO-KCNK3 thallium flux, FluxOR fluorescence; active compounds read low; B-score at 10 µM; 0.84% of 340,000 active; AID 602410;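 active = B-score under library mean minus 4 SD, starting fluorescence ratio at most library mean plus 5 SD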;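 also: more negative B-score means stronger inhibition of thallium flux through KCNK3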
KCNQ1 block – human KCNQ1 channel inhibition; 1.3% of 310,000 active; B-score at 10 µM; CHO-K1 KCNQ1, FluxOR thallium flux fluorescence; active compounds read high;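 active = compounds whose thallium flux B-score, printed positive for inhibition, exceeds three library SD while starting fluorescence stays within three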;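 also: channel opened by potassium depolarization with thallium stimulus after 20 min compound exposure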
The depositor's hits bear a star; i = inactive; ? = inconclusive; · = not tested or not shown.

Results follow in this order: KCNQ1 act, GSK3B inh, HDAC3 inhib, PolyA inhibitor, DYRK1A inh, KCNK9 inh, RGS4 act, hERG protect, GSK3A inh, KCNK3 block, KCNQ1 block
Cc1ccc(S(=O)(=O)NC2c3cccc4cccc(c34)C2Sc2n[nH]c(N)n2)cc1 (stereo unspecified)
    i, 0, ·, i, 0, i, i, -18, -4, i, i
CS(=O)(=O)c1ccc(Cl)c(NC(=O)CSc2nncn2-c2ccccc2)c1
    i, 2, 3, i, -1, i, i, -4, 0, i, i
CCCNC(=O)COc1coc(CN2CCN(C(=O)c3ccco3)CC2)cc1=O
    i, 0, -7, i, 7, i, i, -11, 1, i, i
COc1ccc(C(=O)N=c2sc3c(C)ccc(OC)c3n2C)cc1
    i, 2, -7, i, -2, -7*, i, -10, -1, i, i
CN(C)S(=O)(=O)n1cc(/C=C(\NC(=O)c2ccccc2F)C(=O)NCCCn2ccnc2)c2ccccc21
    i, -6, ·, i, -4, i, -9.6*, -24, ·, i, i
CC(Sc1nncn1C)C(=O)Nc1cc(C(F)(F)F)ccc1N1CCOCC1 (stereo unspecified)
    i, 0, 0, i, -7, i, i, -10, -3, i, i
O=C(/C=N/O)Nc1ccc(F)cc1
    i, 2, -5, i, -4, i, i, -4, ·, i, i
CCOc1ccc(C(=O)Nc2cc(C)c3c(=O)oc4ccccc4c3n2)cc1
    i, -1, 4, i, 5, i, i, -11, 0, i, i
COc1ccc(C(=O)Nc2ccc(C(F)(F)F)n(C)c2=O)cc1
    i, 4, 3, i, 2, i, i, -4, 0, i, i
CC1NC(C)(C)Cc2c1ccc1ccccc21 (stereo unspecified)
    i, 2, -1, i, -1, i, i, -9, -3, i, i

Results follow in this order: KCNQ1 act, GSK3B inh, HDAC3 inhib, PolyA inhibitor, DYRK1A inh, KCNK9 inh, RGS4 act, hERG protect, GSK3A inh, KCNK3 block, KCNQ1 block
Clc1cccc(Cl)c1C1Nc2cccc3cccc(c23)N1
    i, -1, -2, i, 16, i, i, -9, 0, i, i
O=C(C[n+]1cc(-c2ccccc2)n2c1CCC2)Nc1nc(-c2ccccc2)cs1
    i, -1, 1, i, -2, i, i, -10, 4, i, i
COc1ccc(OC)c(C(c2c(O)nc(SC)[nH]c2=O)c2c(O)nc(SC)[nH]c2=O)c1
    i, ·, 6, i, 10, i, i, -3, -1, i, i
c1cn(C23CC4CC(CC(C4)C2)C3)cn1
    i, 0, 0, i, 4, i, i, -14, -30, i, i
COc1cccc(/C=N/Nc2ccc([N+](=O)[O-])cn2)c1O
    i, -1, 3, i, 6, i, i, -3, 1, i, i
CC(=O)Nc1ccc(-c2nc3ccccc3o2)cc1
    i, 0, -55, i, -1, i, i, -2, -3, i, i
Cc1cc2nc(SCCOC(=O)Nc3cccc(Cl)c3)nc(C)c2cc1C
    i, -1, 1, ·, 4, i, i, -4, 1, i, i
COc1cccc(NC(=O)NCc2ccccn2)c1
    i, 0, -1, i, 3, i, i, 3, 3, i, i
COCCNC(=O)CSc1cc(-c2ccccc2)c2ccc(OC)cc2n1
    i, 2, -2, i, ·, i, i, -14, 0, i, i
CC1(C)c2ccccc2N2CCC(=O)NC21/C=C/c1ccco1 (stereo unspecified)
    i, 1, 8, i, 1, i, i, -8, 1, i, i

Results follow in this order: KCNQ1 act, GSK3B inh, HDAC3 inhib, PolyA inhibitor, DYRK1A inh, KCNK9 inh, RGS4 act, hERG protect, GSK3A inh, KCNK3 block, KCNQ1 block
CCNc1nc(NCC)n2c(SC(C(=O)Nc3cc(C)ccc3C)c3ccccc3)nnc2n1 (stereo unspecified)
    i, 3, 8, i, 3, i, i, -13, -4, i, i
COc1ccc(OC)c(N(CC(=O)NCc2ccncc2)S(C)(=O)=O)c1
    i, 0, -2, i, 1, i, i, -14, -1, i, i
O=C(NC1CCSC1=O)c1ccc(Oc2ccc(F)cc2)nc1 (stereo unspecified)
    i, 1, -6, i, 3, i, i, -1, 1, i, i
O=C(NCCc1ccc(Cl)cc1)c1cccc(N2CCCC2=O)c1
    i, ·, 6, i, 1, i, i, -7, 0, i, i
Cc1ccc(S(=O)(=O)N(Cc2ccccc2Cl)C(=O)N2CCN(C)CC2)cc1
    i, 1, -3, ·, 3, i, i, -13, -2, i, i
O=C(Nc1cccnc1)c1cccnc1
    i, 1, -3, i, 5, i, i, -9, -1, i, i
CC(Sc1nnc(-c2ccc(Cl)cc2Cl)n1Cc1ccccc1)C(=O)Nc1nccs1 (stereo unspecified)
    i, 0, -5, i, -2, i, i, -12, 3, i, i
O=C(CSc1cn[nH]n1)Nc1ccccc1C(=O)O
    i, 3, 2, i, 3, i, i, -10, -4, i, i
CCOC(=O)Cn1nnnc1CN(Cc1cccs1)Cc1cc2cc(C)ccc2[nH]c1=O
    i, -3, 10, i, 7, i, i, -8, 1, i, i
COC(=O)Cc1cc(=O)n(-c2nc3ccccc3s2)[nH]1
    i, 0, -5, i, -3, i, i, -4, -7, i, i

Results follow in this order: KCNQ1 act, GSK3B inh, HDAC3 inhib, PolyA inhibitor, DYRK1A inh, KCNK9 inh, RGS4 act, hERG protect, GSK3A inh, KCNK3 block, KCNQ1 block
COc1ccc(/C=N/NC(=O)CN(C2=NS(=O)(=O)c3ccccc32)c2ccccc2)cc1OC
    i, 0, 7, i, -6, i, i, -9, 0, i, i
Cc1ccccc1NC(=O)Cc1nc(COC(=O)/C=C/c2ccccc2)cs1
    i, 5, ·, i, 3, i, i, -10, -3, i, i
CC(C)(C)c1ccc(NC(=O)COC(=O)C2(C)CC2(Cl)Cl)cc1 (stereo unspecified)
    i, 10, 6, i, 0, i, i, -6, -2, i, i
Cn1ccnc1SCC(=O)Nc1cccc(O)c1
    i, 1, -2, i, -7, i, i, -10, 1, i, i
O=C(NCCCNc1ccc(C(F)(F)F)cc1[N+](=O)[O-])c1ccc(F)cc1
    i, 0, ?, i, -7, i, i, -4, 3, i, i
O=c1/c(=C/c2ccc(O)cc2)sc2nc3cc(Br)cnc3n12
    i, 5, -8, i, ·, i, i, 2, -1, ·, i
COc1ccc(NC(=O)Cn2nnc(C(=O)NCc3ccccc3OC)c2N)cc1Cl
    i, -3, -1, i, -6, i, i, -9, ·, i, i
Cc1ccc(N2C(=O)C3CCC(c4ccccc4)CC3C2=O)cc1 (stereo unspecified)
    i, -2, 0, i, -3, i, i, -4, -2, i, i
COc1ccc(NC(=O)CC2C(=O)N(c3ccc(OC)cc3)C(=O)N2CCN2CCN(C)CC2)cc1 (stereo unspecified)
    i, -6, 1, i, 2, i, i, -7, 1, i, i
Nc1nnc(SCC(=O)Nc2cccnc2Cl)s1
    i, 2, -2, i, 9, i, i, -6, 2, i, i

Results follow in this order: KCNQ1 act, GSK3B inh, HDAC3 inhib, PolyA inhibitor, DYRK1A inh, KCNK9 inh, RGS4 act, hERG protect, GSK3A inh, KCNK3 block, KCNQ1 block
NS(=O)(=O)c1ccc(NC(=O)COc2ccc(C(=O)c3ccc(F)cc3)cc2)cc1
    i, 1, 8, i, 6, i, i, -12, 0, i, i
O=C(Cn1ncc2c3ccccc3n(Cc3ccccc3)c2c1=O)NCCN1CCOCC1
    i, 2, 2, i, 3, i, i, -7, -1, i, i
Cc1c(-c2ccc(F)cc2)[n+](=O)c(-c2ccc(F)cc2)c(C)n1[O-]
    i, -4, -9, i, -4, i, i, -2, 1, i, i
Cc1ccc(-c2csc3ncnc(NCCN4CCOCC4)c23)cc1
    i, -10, 0, i, 12, i, i, -11, -3, i, i
CCOC(=O)N1CCN(C(=O)CC(C(=O)N2CCc3ccccc32)n2ccnc2)CC1 (stereo unspecified)
    i, 3, ·, i, -8, i, i, -10, ·, i, i
O=c1c2ccccc2nc(/C=C/c2ccc(O)cc2)n1CCc1ccccc1
    i, 0, 0, i, -4, i, i, -1, -1, i, i
COc1cccc(OCC(=O)NNC(=O)Cc2cccs2)c1
    i, 0, -8, i, 2, i, i, -3, 3, i, i
O=C1OCCC1Sc1nnc(-c2ccc(O)cc2)o1 (stereo unspecified)
    i, -32, -5, i, -7, i, i, -4, 47, i, i
O=[N+]([O-])c1cccnc1N1CCN(c2ccccc2F)CC1
    i, -2, -5, i, ·, i, i, -12, -2, i, i
CCCC(=O)Nc1cc(C)c(NC(=O)C23CC4CC(CC(C4)C2)C3)cn1
    i, 3, -3, i, 6, i, i, -8, -3, i, i

Results follow in this order: KCNQ1 act, GSK3B inh, HDAC3 inhib, PolyA inhibitor, DYRK1A inh, KCNK9 inh, RGS4 act, hERG protect, GSK3A inh, KCNK3 block, KCNQ1 block
CC(C)(C)OC(=O)NC(Cc1ccccc1)C(=O)NCCCC(=O)O (stereo unspecified)
    i, 3, -5, i, -2, i, i, -5, -3, i, i
Cc1ccc(CNC(=O)C(=O)NCCCn2ccnc2)cc1
    i, 0, -5, i, ·, i, i, -6, -3, i, i
CC(=O)Nc1ccc(S(=O)(=O)Nc2nc3ccccc3nc2Nc2ccc3ccccc3c2)cc1
    i, -2, -4, i, -9, i, i, -2, -2, i, i
COc1cccc(C(=O)O/N=C(\N)c2ccccn2)c1OC
    i, 1, 6, i, 6, i, i, -1, 6, i, i
CC(C)CCNC(=O)c1cccc(Cl)c1
    i, 3, 0, i, 0, i, i, 3, 1, i, i
CC(CCc1ccc(O)cc1)N(C)CCc1ccccc1 (stereo unspecified)
    i, -1, 12, i, -2, i, i, -6, 2, i, i
Cc1cc(-c2ccc(C)c(S(=O)(=O)NCCc3ccco3)c2)on1
    i, -2, 9, i, -1, i, i, -8, ·, i, i
c1cc2c(cc1C1CCCCC1)c1c3n2CCN=C3CCC1
    i, -5, 9, i, 11, i, i, -22, 2, i, i
Cc1ccccc1CNC(=O)CC1C(=O)NCCN1Cc1c(F)cccc1Cl (stereo unspecified)
    i, 0, 4, i, -2, i, i, -8, -2, i, i
Cc1cccc(Cc2c(C)nc3nc(SCC(=O)O)nn3c2C)c1
    i, -3, 0, i, 1, i, i, 0, -1, i, i
COc1ccc(-c2csc(N(CCc3ccccc3)C(=O)COc3ccccc3)n2)cc1
    i, 2, 0, i, 1, i, i, -5, 6, i, i

The list is partial; rates above refer to the full screens.
